HTR1E antagonist: 5-HT1E receptor antagonists, primary screen, cell-based, HTS | AID 571, 2007 | CHO 5-HT1E Ga15 NFAT-bla reporter, FRET, antagonist | actives 0.99% (n = 65,000) | inhibition, % at 6 µM | 5-hydroxytryptamine receptor 1E (Homo sapiens), P28566;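 active means inhibition above a set limit, the mean inhibition across every tested compound plus 3 SD, cut at about 29% in these data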;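 further: signal is the 460 over 535 nm emission ratio of beta-lactamase substrate; 0% = agonist plus DMSO wells and 100% = wells without agonist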
RORA act: activators of orphan receptor RORA, primary screen, cell-based, luminescence; actives 1.5% (n = 65,000); Nuclear receptor ROR-alpha (Homo sapiens), P35398; activation, % at 10 µM; CHO-K1 Gal4-RORA LBD luciferase reporter; percent increase over mock-subtracted basal signal;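 active means activation above the mean of all tested compounds plus 3 SD, cut at about 49% in these data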;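 further: 0% = DMSO-treated RORA cells and 100% = added signal equal to DMSO minus mock-transfected cells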
Target sequence (P35398 whole entry, looked up, the tested form may be a part): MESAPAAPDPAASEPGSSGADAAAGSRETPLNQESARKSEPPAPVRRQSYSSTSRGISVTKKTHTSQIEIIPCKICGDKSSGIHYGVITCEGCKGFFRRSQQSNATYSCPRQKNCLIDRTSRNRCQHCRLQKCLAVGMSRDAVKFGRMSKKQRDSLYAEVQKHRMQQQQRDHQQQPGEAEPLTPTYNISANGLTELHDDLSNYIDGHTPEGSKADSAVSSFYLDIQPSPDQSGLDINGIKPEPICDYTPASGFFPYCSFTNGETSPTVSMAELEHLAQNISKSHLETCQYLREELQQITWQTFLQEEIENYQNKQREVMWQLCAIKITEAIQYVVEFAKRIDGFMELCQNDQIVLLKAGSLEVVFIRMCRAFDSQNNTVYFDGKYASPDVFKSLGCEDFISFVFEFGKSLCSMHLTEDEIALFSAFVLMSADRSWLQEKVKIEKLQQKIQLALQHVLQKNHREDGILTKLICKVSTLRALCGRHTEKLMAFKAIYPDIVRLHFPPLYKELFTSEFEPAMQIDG
SF-1 act: activators of human SF-1, primary screen, cell-based, CHO-K1, Gal4-SF-1 LBD, luciferase luminescence | Steroidogenic factor 1 (Homo sapiens), Q13285 | CHO-K1 Gal4-SF-1 LBD luciferase reporter; % increase over DMSO SF-1-specific signal | activation, % at 10 µM | actives 1.9% (n = 65,000) | AID 522, 2006;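 active means activation above the mean activation of all tested compounds plus 3 SD, cut at about 50% in these data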
Target sequence (Q13285 whole entry, looked up, the tested form may be a part): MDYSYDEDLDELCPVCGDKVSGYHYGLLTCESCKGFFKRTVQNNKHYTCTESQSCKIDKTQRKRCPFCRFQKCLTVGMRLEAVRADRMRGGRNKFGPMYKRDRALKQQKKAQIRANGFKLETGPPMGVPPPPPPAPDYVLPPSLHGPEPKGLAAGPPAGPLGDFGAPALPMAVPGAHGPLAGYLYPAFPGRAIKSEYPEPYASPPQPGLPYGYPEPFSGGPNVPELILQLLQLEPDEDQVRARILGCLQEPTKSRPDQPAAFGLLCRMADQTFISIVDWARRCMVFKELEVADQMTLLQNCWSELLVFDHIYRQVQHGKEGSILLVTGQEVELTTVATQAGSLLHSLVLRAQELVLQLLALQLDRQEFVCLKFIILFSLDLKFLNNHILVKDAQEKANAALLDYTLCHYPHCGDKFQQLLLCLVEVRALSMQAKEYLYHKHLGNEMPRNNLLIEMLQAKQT
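Test system: CHO-K1 cells with Gal4–hSF-1 LBD chimera plus Gal4-driven luciferase; Input: 4,000 cells/well; Compound: 10 µM only; Times: 20 h compound treatment, 37 °C; Measured by: steady-glow luciferase luminescence, read after 15 min reagent incubation; Measure: percent activation versus DMSO; Control set: DMSO and mock-transfected background; Replicates: one test per compound.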
NADH enzymes: inhibitors of PK/LDH coupling enzymes, profiling panel, artefact control, biochemical, MLSMR library; coupled PK/LDH NADH assays, four targets; IC50, µM (highest dose often 10 µM), for inactives: top-dose inhibition; actives 0.02% (n = 65,000);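 active means single-dose screening hits from any of four coupled enzyme assays that gave an IC50 when retested across doses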;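 further: the DPM-DC format reads NADH fluorescence rather than 340 nm absorbance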
Ecoli tolC: growth inhibitors of E. coli tolC mutant, primary screen, strain BW25113 ΔtolC::kan, 384-well; OD615; growth inhibition, % at 10 µM (by protocol); actives 2.2% (n = 65,000); AID 573, 2007;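 active means growth inhibition at or above a cutoff equal to the mean over every tested compound plus 3 SD, cut at about 60% in these data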;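 further: growth measured after 20 h incubation at 37 °C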
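System: E. coli ΔtolC::kan strain BW25113; Buffer or medium: LB broth supplemented with 50 µg/mL kanamycin; Compound: 10 µM final, single dose; Incubation: bacterial growth with compound for 20 h at 37 °C; Signal: A615 absorbance measurement; Evaluation: growth inhibition in percent.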
5HT1a antag: human 5-HT1a receptor antagonists, primary screen, cell-based, CHO, Ga15 NFAT-bla reporter; 5-hydroxytryptamine receptor 1A (Homo sapiens), P08908; CHO 5-HT1a Ga15 NFAT-bla reporter, antagonist mode; inhibition, % at 10 µM; actives 0.68% (n = 62,000);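 active means inhibition above the mean of all tested compounds plus 3 SD, cut at about 43% in these data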;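 further: receptor stimulated by 5-CT agonist at 100 nM near EC80; beta-lactamase reporter measured by ratiometric fluorescence of a cleavable substrate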
MMP13 inh: human MMP13 inhibitors, primary screen, biochemical, FRET peptide cleavage | actives 0.07% (n = 65,000) | AID 570, 2006 | MMP-13 fTHP FRET cleavage, Mca fluorescence | inhibition, % at 4 µM | Collagenase 3 (Homo sapiens), P45452;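 active means inhibition above the mean of compound-free control plate wells plus 3 SD, cut at about 14% in these data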;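 further: 0% = DMSO wells and 100% = wells with reference MMP-13 inhibitor after basal subtraction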
HTR1E agonist: 5-HT1E receptor agonists, primary screen, cell-based, HTS; CHO 5-HT1E Ga15 NFAT-bla reporter, FRET; 0% DMSO wells, 100% control agonist wells; activation, % at 6 µM; actives 0.69% (n = 65,000);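 active means activation above a set limit, the screen-wide mean activation plus 3 SD, cut at about 8.5% in these data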;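 further: 100% = positive control agonist at 1 µM giving full maximal response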
5HT1a ag: human 5-HT1a receptor agonists, primary screen, cell-based, CHO, Ga15 NFAT-bla reporter | activation, % at 10 µM | 5-hydroxytryptamine receptor 1A (Homo sapiens), P08908 | CHO 5-HT1a Ga15 NFAT-bla reporter, FRET ratio; 0% basal, 100% maximal reference agonist | actives 0.56% (n = 65,000);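 active means activation above the screen-wide mean activation plus 3 SD, cut at about 19% in these data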;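 further: 0% = DMSO wells and 100% = 5-CT at EC100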
Active calls of the source: *; . = no result given; [ ] = dose if it differs, or a comment.

nr	SMILES	HTR1E antagonist	RORA act	SF-1 act	NADH enzymes	Ecoli tolC	5HT1a antag	MMP13 inh	HTR1E agonist	5HT1a ag
1	CCOC(=O)c1[nH]c(C)c(C(=O)Nc2cc(OC)ccc2OC)c1C	49*	16	18	3%	-2	20	1	-0.6	-3.3
2	CC(C)(C)c1cc(CN2CCN(CCO)CC2)cc(C(C)(C)C)c1O	-5	5	-11	3%	19	-6	3	-0.7	-2.9
3	COc1ccc2ccccc2c1C1CC(=O)N2CN(Cc3ccco3)CSC2=C1C#N (centres undefined)	16	-28	7	9%	-17	15	-1	-1.8	-3.1
4	COc1cccc(C2C(C(=O)c3sc(C)nc3C)=C(O)C(=O)N2CCN2CCOCC2)c1OC (centres undefined)	3	6	14	4%	5	.	-1	-0.1	-1.5
5	CCOC(=O)c1nnn(CC(=O)Nc2cc(F)ccc2F)c1C(=O)OCC	6	-14	-16	6%	-9	-8	7	-0.4	-0.8
6	NC(=O)CSc1nc(O)cc(=O)n1-c1ccccc1	6	24	5	1%	-10	-16	4	-0.2	-0.2
7	O=C(C1CCN(S(=O)(=O)c2cccc3cccnc23)CC1)N1CCN(c2ccc(Cl)cc2)CC1	-1	-5	-10	16%	27	3	2	2.1	1.2
8	CSc1nc(N)nc(SC2C=CCCC2)c1C#N (centres undefined)	21	2	6	1%	16	-12	6	-0.7	-2.8
9	COC(=O)Nc1c(C(=O)OC)cc(OC)c(OC)c1OC	-5	-6	8	7%	-2	7	-8	0.0	0.6
10	O=C(c1cc(-c2ccncc2)nc2ccc(Br)cc12)N1CCN(c2ccccn2)CC1	9	-5	31	2%	23	-9	1	0.8	2.6
11	Cc1ccc(S(=O)(=O)Nc2cc(NC(=O)CN3CCOCC3)ccc2Cl)cc1	5	26	19	6%	-14	-6	0	1.9	-1.1
12	CC1(C)Cc2ccccc2-c2nnc(-c3ccc(O)cc3)n21	2	12	4	12%	-13	7	3	-0.5	-0.7
13	CN(C)S(=O)(=O)N(CC(=O)Nc1ccccc1C(F)(F)F)c1ccccc1	-4	1	2	11%	-3	0	0	0.8	-0.7
14	COC(=O)c1ccc2c(=O)n(CCCCCC(=O)N3CCN(c4ccc(F)cc4)CC3)c(=O)[nH]c2c1	-6	2	-4	5%	-12	-6	-3	-1.0	-2.7
15	COc1ccc(-c2nnc(Nc3nc4c(OC)cccc4s3)o2)cc1	-14	-3	2	8%	4	27	-47[fluorescence artefact?]	0.4	-6.3
16	CN1C(=O)C2(c3ccccc31)N(C)CC(c1ccccn1)C21SC(=S)N(Cc2ccco2)C1=O (centres undefined)	-11	-23	10	3%	49	18	-1	-0.3	0.9
17	Cc1ccc(-c2nn3c(C)nnc3s2)cc1N	-3	-5	14	5%	-15	-10	0	0.1	-1.9
18	O=c1[nH]c2cc3c(cc2cc1C(c1nnnn1C1CCCC1)N1CCCc2ccccc21)OCCO3 (centres undefined)	-4	-8	13	3%	-2	-2	-10	-0.8	-1.8
19	CCCn1c(SCC(N)=O)nnc1-c1ccco1	-3	-5	-2	9%	-18	10	4	-0.4	-1.8
20	CC(C)(C)n1ncc2c(=O)n(CC(=O)c3ccccc3)cnc21	-2	55*	93*	2%	6	9	9	0.1	-2.3

(more compounds)
nr	SMILES	HTR1E antagonist	RORA act	SF-1 act	NADH enzymes	Ecoli tolC	5HT1a antag	MMP13 inh	HTR1E agonist	5HT1a ag
21	COc1cc(C(=O)N2CCC(n3cnc4cc(F)ccc43)CC2)cc(OC)c1OC	1	-7	-3	4%	-4	9	4	-0.5	0.2
22	O=C(NCCCN1CCOCC1)c1cc(-c2ccc(O)cc2)on1	7	-16	20	2%	2	3	-7	-1.7	-0.8
23	O=C1NC(=S)S/C1=C1\Sc2ccccc2N1CCCS(=O)(=O)O	-13	-4	-8	16%	-11	-5	13	-0.8	0.1
24	Cn1ccnc1C(=O)c1cc(=O)c2ccccc2o1	-7	20	22	8%	-5	3	-3	0.1	-5.2
25	CCOc1ccc(C(C#N)N2CCOCC2)cc1OC (centres undefined)	3	12	-5	6%	-14	-4	1	-1.3	-1.7
26	COc1ccc(C2CC(c3cccc(OC)c3)n3nc(N)nc3N2)cc1 (centres undefined)	2	-8	-2	3%	-2	10	-2	-0.3	-1.8
27	CCOC(=O)c1ccc(NC(=O)c2cnccn2)cc1	9	37	23	20%	-14	1	0	-1.0	-2.6
28	COc1ccc(N2C(=O)c3cccc4cccc(c34)C2=O)nn1	-11	-1	0	6%	19	-9	-25	-0.1	-3.0
29	COc1ccc(-c2nnc(SCc3cc(C)cc(C)c3)o2)cc1	-10	-19	6	5%	69*	23	-7	0.6	0.0
30	COc1ccc(O)c(C=Nc2cc(C)on2)c1	9	-8	-19	4%	-12	5	2	-0.3	-4.6
31	CCn1c(SCC(=O)N(Cc2ccccc2)C2CCS(=O)(=O)C2)nc2ccccc2c1=O (centres undefined)	13	11	7	9%	-4	9	0	0.6	3.5
32	Cc1ccc(S(=O)(=O)c2c(N)n(CC3CCOC3)c3nc4ccccc4nc23)cc1 (centres undefined)	7	-14	-4	9%[fluoresces]	48	-4	-213[fluorescence artefact?]	1.1	0.5
33	CCOc1ccccc1-c1nc(-c2ccc(NC(=O)Cc3ccccc3OC)cc2)no1	-2	12	5	2%	14	29	-2	2.0	1.4
34	O=C(CSc1nnc(-c2c[nH]c3ccccc23)o1)N(Cc1ccccc1)c1ccc(F)cc1	-10	8	-1	0%	59	24	-1	0.1	0.8
35	Cc1ccc(C(=O)CC2(O)C(=O)N(Cc3ccccc3Cl)c3ccccc32)o1 (centres undefined)	8	13	-8	5%	39	-2	0	16*	0.3
36	CCC(C)NC(=O)C1CCN(S(=O)(=O)c2cccc3cccnc23)CC1 (centres undefined)	-13	-5	1	7%	-12	-15	3	1.5	0.0
37	COc1cc(C(C)=O)ccc1OCC(=O)c1cc(C)n(C2CC2)c1C	-11	-19	-13	6%	7	-4	-1	0.6	-1.3
38	Cc1[nH]n(-c2ccccc2)c(=O)c1/C=N/c1ccccn1	-19	6	8	8%	-21	-8	-11	-1.4	-4.7
39	COc1ccc(CCN(C)CCCC(C#N)(c2cc(OC)c(OC)c(OC)c2)C(C)C)cc1OC (centres undefined)	1	-3	3	2%	9	.	-5	3.3	-2.6
40	O=C(c1cnn2c(C(F)(F)F)cc(-c3ccc4c(c3)OCO4)nc12)N1CCCCC1	-4	-21	-9	2%	-5	5	3	0.1	-0.5

Remaining list, next part
nr	SMILES	HTR1E antagonist	RORA act	SF-1 act	NADH enzymes	Ecoli tolC	5HT1a antag	MMP13 inh	HTR1E agonist	5HT1a ag
41	CN(c1ccccc1)S(=O)(=O)c1ccc(C(=O)Nc2nccs2)cc1	3	0	20	3%	-15	-17	0	-0.4	-1.0
42	COc1ccc(CC(NC(=O)c2ccccc2)C(=O)NCC(=O)O)cc1 (centres undefined)	9	4	-2	1%	-17	0	0	-0.8	-1.8
43	O=C(c1cccc2c1C(=O)N(Cc1cccnc1)C2)N1CCN(c2ccccc2)CC1	5	-14	6	3%	-16	-3	-2	0.1	-3.5
44	COc1ccc(N2Cc3ccccc3C2)cc1Cl	19	34	36	2%	5	18	-4	0.9	1.5
45	CCNc1ccc(C(=O)OCC)cc1NC(=O)c1cccc(N(C)C)c1	45*	-5	28	3%	23	28	13	-0.2	-4.3
46	Cc1ccc(CN2CCN(CC(=O)N3CCC(C(N)=O)CC3)C2=O)cc1	-6	6	4	4%	-17	-5	-1	1.0	-0.9
47	COc1ccccc1-n1c(SCC(N)=O)nnc1-c1ccccc1	-11	7	12	3%	-10	8	-3	-0.3	0.4
48	O=C(O)CCCNC1=NCCC1	8	4	-2	1%	-22	-12	-4	-0.4	-2.3
49	CCCCCCN=C(C)C1=C(O)C(C(=O)OC)C(C)(C)CC1=O (centres undefined)	-5	-6	3	2%	-6	-6	-2	0.9	-0.8

In a second layout: entries from further up
(46) Cc1ccc(CN2CCN(CC(=O)N3CCC(C(N)=O)CC3)C2=O)cc1
  HTR1E antagonist: -6; RORA act: 6; SF-1 act: 4; NADH enzymes: 4%; Ecoli tolC: -17; 5HT1a antag: -5; MMP13 inh: -1; HTR1E agonist: 1.0; 5HT1a ag: -0.9
(47) COc1ccccc1-n1c(SCC(N)=O)nnc1-c1ccccc1
  HTR1E antagonist: -11; RORA act: 7; SF-1 act: 12; NADH enzymes: 3%; Ecoli tolC: -10; 5HT1a antag: 8; MMP13 inh: -3; HTR1E agonist: -0.3; 5HT1a ag: 0.4
(48) O=C(O)CCCNC1=NCCC1
  HTR1E antagonist: 8; RORA act: 4; SF-1 act: -2; NADH enzymes: 1%; Ecoli tolC: -22; 5HT1a antag: -12; MMP13 inh: -4; HTR1E agonist: -0.4; 5HT1a ag: -2.3
(49) CCCCCCN=C(C)C1=C(O)C(C(=O)OC)C(C)(C)CC1=O (centres undefined)
  HTR1E antagonist: -5; RORA act: -6; SF-1 act: 3; NADH enzymes: 2%; Ecoli tolC: -6; 5HT1a antag: -6; MMP13 inh: -2; HTR1E agonist: 0.9; 5HT1a ag: -0.8
